# SKN-1 inh – blocks SKN-1 activity in C. elegans; 0.49% of 360,000 active; AID 624304; inhibition, % at 21.8 µM; C. elegans VP596 Pgst-4::GFP/RFP ratio, acrylamide-induced, 24 h;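 active = interference check ratio from 0.5 to 1.5 plus GFP to RFP signal ratio inhibition reaching or exceeding a fixed threshold, cut at about 30% in these data, passing the limit was not always enough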; also: some compounds called inactive have numbers as strong as hits
# CSN inh – CSN deneddylation inhibition. Q92905. Purified CSN, SCF-Nedd8-OG deneddylation, fluorescence polarization. inhibition, % at 12.5 µM. 0.38% of 360,000 active. AID 651999;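 active = pattern-corrected inhibition above about 35%, with an unprinted fluorescence ratio check between 0.5 and 1.5, limit read from the data, passing the limit was not always enough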;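 also: 0% = enzyme with substrate and 100% = substrate without enzyme; some results filed as inactive read as strong as hits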
#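 assay system = purified human Csn5 enzyme expressed in HEK293T cells | amount = 0.24 nM enzyme | buffer or medium = Tris/NaCl/DTT buffer, pH 7.5 | reagent = 10 nM SCFSkp2-Nedd8OG | compound = one concentration, 12.5 µM, 0.25% DMSO | times = 90 min reaction at room temperature | signal = FP | read-out basis = % inhibition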
# NadD inh – NadD (S. aureus) enzyme inhibition; 0.78% of 360,000 active; inhibition, % at 20 µM; purified NadD enzyme, colorimetric absorbance read-out; in the data active = inhibition above about 26%; also: some compounds past the cut are filed as inactive
# MT1-MMP act inh – blocks activation of human MT1-MMP. GFP/RFP ratio change, % at 20 µM. 0.061% of 360,000 active. HT1080 RFP-PRO-GFP cells, GFP/RFP ratio fluorescence, overnight; percent of plate control window, DMSO zero;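 active = GFP/RFP ratio change of at least 30% with cell ATP level not reduced by more than half and red fluorescence within 50% of control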; also: strong numbers were not always called active
#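 Assay system: HT1080 cells carrying an RFP-PRO-GFP reporter | Dosing: Single dose of 20 µM compound, 1% DMSO final | Incubation: Cells overnight before dosing, compound overnight, 37 °C, 5% CO2 | Evaluation: GFP/RFP fluorescence ratio | Control set: DMSO and RFP-L50D-GFP cell wells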
# Neddyl block – cullin neddylation inhibition. P61081+Q13564. calls only at 25 µM. 0.58% of 360,000 active. TR-FRET cullin neddylation, biochemical. AID 651699; in the data active = inhibition above about 36%
# FAS TE block – inhibitors of human fatty acid synthase thioesterase domain; P49327; recombinant FAS-TE, OMFH fluorogenic substrate, fluorescence endpoint; inhibition, % at 15 µM; 0.67% of 360,000 active;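 active = compounds whose normalised, plate-corrected inhibition of enzyme fluorescence in the single-dose primary screen is 50% or more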;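 also: 0% = DMSO with enzyme and 100% = substrate without enzyme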
# Rin1 Abl inh – inhibitors of human Rin1-Abl protein interaction; P00519+Q13671; TR-FRET Rin1/Abl binding, biochemical; inhibition, % at 7.35 µM; 0.4% of 360,000 active; AID 588664; in the data active = inhibition above about 5%, passing the limit was not always enough
# Rpn11 inh – blocks the human proteasome subunit Rpn11; AID 588493; calls only at 20 µM; O00487; 0.59% of 360,000 active; human 26S proteasome, Ub4-pepOG fluorescence polarization; 20S core pre-blocked with epoxomicin;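 active = inhibition at 20 µM, scaled to each plate's controls, above about 33%, limit read from the data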
# Target sequence (O00487 whole entry, looked up): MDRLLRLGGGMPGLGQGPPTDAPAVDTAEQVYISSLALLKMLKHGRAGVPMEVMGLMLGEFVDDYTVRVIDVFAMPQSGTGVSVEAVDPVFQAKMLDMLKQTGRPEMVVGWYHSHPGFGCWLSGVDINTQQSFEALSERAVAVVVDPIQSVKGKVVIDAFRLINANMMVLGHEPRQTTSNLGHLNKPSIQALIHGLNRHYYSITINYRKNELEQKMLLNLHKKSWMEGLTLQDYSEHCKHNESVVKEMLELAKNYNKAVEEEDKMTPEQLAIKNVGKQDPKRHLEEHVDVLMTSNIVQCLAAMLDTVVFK
# PABP1 MLLE inh – blocks PAM2 peptide binding to the PABP1 MLLE domain; inhibition, % at 20 µM; GST-MLLE / FITC-PAM2 fluorescence polarization; 0.36% of 360,000 active; P11940; in the data active = inhibition above about 35%, passing the limit was not always enough;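 also: plate controls were DMSO wells with GST-MLLE for no effect and wells lacking GST-MLLE protein for full effect; some results filed as inactive read as strong as hits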
# Target sequence (P11940 whole entry, looked up, the tested form may be a part): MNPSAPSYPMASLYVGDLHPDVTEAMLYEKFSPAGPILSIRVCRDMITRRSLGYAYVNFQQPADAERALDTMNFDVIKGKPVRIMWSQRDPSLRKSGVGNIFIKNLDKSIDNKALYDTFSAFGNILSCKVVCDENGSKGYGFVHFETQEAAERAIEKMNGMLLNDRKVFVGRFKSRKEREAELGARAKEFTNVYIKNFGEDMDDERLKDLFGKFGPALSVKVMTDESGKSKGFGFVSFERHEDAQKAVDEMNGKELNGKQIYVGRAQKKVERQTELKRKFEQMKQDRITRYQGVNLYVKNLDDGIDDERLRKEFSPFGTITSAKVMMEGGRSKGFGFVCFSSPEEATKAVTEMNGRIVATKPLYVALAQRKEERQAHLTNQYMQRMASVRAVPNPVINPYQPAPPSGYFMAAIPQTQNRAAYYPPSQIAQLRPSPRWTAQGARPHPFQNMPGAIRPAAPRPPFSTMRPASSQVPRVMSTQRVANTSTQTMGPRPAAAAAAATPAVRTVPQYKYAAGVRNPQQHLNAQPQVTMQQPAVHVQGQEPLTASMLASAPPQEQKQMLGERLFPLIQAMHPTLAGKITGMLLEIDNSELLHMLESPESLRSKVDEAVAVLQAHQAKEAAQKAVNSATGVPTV
# * = called active by the depositor; i = inactive; / = not tested or not shown; + = active, no number; & = joins results of further samples.
SMILES,SKN-1 inh,CSN inh,NadD inh,MT1-MMP act inh,Neddyl block,FAS TE block,Rin1 Abl inh,Rpn11 inh,PABP1 MLLE inh
CC(C)NC(=O)N(C)C[C@@H]1OCc2cn(nn2)CCCC(=O)N([C@H](C)CO)C[C@H]1C,-3,2,1,-1,i,-8,4,i,2
COc1ccc(C)cc1NC(=O)C(OC(=O)c1ccc([N+](=O)[O-])o1)c1ccccc1 (stereo not drawn),-1,1,-6,2,i,45,3,i,5
CCCCNC(=S)N(CCN(CC)CC)Cc1cc2cc3c(cc2[nH]c1=O)OCCO3,-5,0,7,2,i,-2,1,i,-105
C=CCn1c(Cc2cccs2)nnc1SCC(=O)c1cccc(Br)c1,8,6,9,-5,i,4,2,i,-68
C/C(N)=C(/C#N)C(=O)CSc1nnc(Nc2cccc(C)c2)s1,-1&8,4&11,1&-5,5&0,i,-2&-1,4&4,i,-43&-54
Cn1cc([N+](=O)[O-])c(C(=O)NCc2cc3cc(Cl)ccc3[nH]2)n1,5,-6,4,7,i,2,-1,i,11
Fc1ccc(C(c2nnnn2Cc2cccs2)N2CCN(c3ccccc3)CC2)cc1 (stereo not drawn),10,7,1,-12,i,27,1,i,-21
CCC(=O)N1c2ccc(S(=O)(=O)N3CCN(c4cc(C)ccc4C)CC3)cc2CC1C (stereo not drawn),-6,-4,8,-1,i,35,2,i,0
COc1ccc(C2CC(c3cccs3)=NN2c2nc(-c3ccccc3)cs2)cc1OC (stereo not drawn),19,3,10,11,i,-2,-3,i,-2
CSC1=NCCN1C(=O)c1ccc2c(c1)OCO2,-21,0,-1,7,i,-11,0,i,2
Cc1ccc(-n2c(C)nn(-c3ncc(C(F)(F)F)cc3Cl)c2=O)cc1,-14,5,4,-5,i,-8,0,i,-19
CCc1c(O)nc(SCC(=O)NCc2ccco2)[nH]c1=O,-23,0,-3,3,i,-8,1,i,27
COC(=O)[C@H](CCSC)NC(=O)NCCc1ccc(F)cc1,24,1,1,/,i,-1,-1,i,3
CN(C)c1nc(N(C)C)c2cnn(C)c2n1,19,-7,-5,0,i,-5,-1,i,-1
Cn1nc(-c2ccc(Cl)cc2)c2cc(C(=O)NCCN3CCOCC3)sc21,15,0,2,-3,/,0,-1,i,-1
Cc1cccc(OCC(=O)NS(=O)(=O)c2ccc(Br)cc2)c1,-5,3,-4,-1,i,-3,0,i,4
CC(=O)N1CN(C2CCCC2)Cc2c1sc1c2CCCC1,-25,-4,0,-9,i,-2,-1,i,29
COc1ccc(C(=O)NCc2ccc3[nH]c(C)cc3c2)cc1OC,1,2,7,6,i,-5,-3,i,19
C#CCOCCOCCOCCNc1nc(N2CCN(C(=O)[C@H](CCCCN)n3cc([C@@H](N)C(C)CC)nn3)CC2)nc(N2CCN(C(=O)[C@H](Cc3cc4ccccc4[nH]3)n3cc([C@@H](N)CC(C)C)nn3)CC2)n1 (stereo partly drawn),-12,45*,8,1,i,-15,4,i,3
COc1ccc(C(=O)OCCN2C(=O)c3ccccc3C2=O)cc1OC,14,4,0,-2,i,-2,-22,i,3
O=C(Nc1ccn(Cc2c(F)c(F)cc(F)c2F)n1)c1ccc(COc2cc(Cl)ccc2Cl)o1,17,-3,-6,-3,i,32,-4,i,-19
COC(=O)c1cnn(-c2ccc(C)c(C)c2)c1-n1cccc1,8,-3,-6,-5,i,9,0,i,7
COc1ccc(C2(C(=O)Nc3ccccc3)CCOCC2)cc1,12,-3,6,6,i,-2,-2,i,4
CCOc1cc(C(C(=O)NCC2CCCO2)N(C(=O)Cn2nnc3ccccc32)c2ccc(C(C)=O)cc2)ccc1O (stereo not drawn),1,-7,4,-2,i,-4,0,i,-12
COc1cc(OC)c2ccc(=O)oc2c1,-7,6,-2,-1,/,-4,-2,i,14
O=C(Nc1ccccc1F)c1cc(-c2ccco2)nc2ccccc12,12,4,5,-2,+,4,-1,i,-5
O=c1oc(-c2ccc(Br)o2)nc2ccccc12,-9,3,1,8,i,43,3,i,-17
Cc1ccsc1CN(C)C(=O)C1CCC(=O)N(CCc2cccc(F)c2)C1 (stereo not drawn),7,-8,-1,2,i,-4,-1,i,8
Cc1cc(C)n(C(=O)CNC(=O)c2ccc(C(C)(C)C)cc2)n1,1,0,-5,0,i,-1,1,i,13
Cc1ccc(S(=O)(=O)NCCSc2nnnn2-c2ccc(C(N)=O)cc2)cc1,-13,5,0,-4,i,-2,0,i,13
CC1(C(=O)NS(=O)(=O)C2CC2)CCN(C(=O)c2ccc3c(c2)OCO3)C1 (stereo not drawn),-11,-3,1,-4,i,-7,-2,i,-4
Cc1ccnc(NC(=O)Nc2cccc(F)c2)c1,23,-2,4,1,i,-1,-5,i,-35
COc1cc(NC(=O)C2CC2)c(C(=O)O)cc1OC,-22,-3,-4,7,i,-6,-3,i,18
COc1cc(SC)ccc1C(=O)N1CCN(c2ccccc2OC)CC1,-12,5,6,-15,i,-1,-3,i,9
COc1cccc(CN2CCC2(C)C(=O)Nc2cccc(Oc3ccccc3)c2)c1OC (stereo not drawn),1,1,0,-11,i,29,-2,i,-1
O=C(NCCc1ccco1)C(=O)NCC1CCCN1S(=O)(=O)c1ccccc1 (stereo not drawn),5,3,7,1,i,-6,1,i,4
O=C(COCc1ccccc1)N[C@@H]1c2ccccc2CC[C@H]1OCc1ccccc1,9,2,-2,-3,i,12,0,i,1
CCCOc1ccccc1OCC(=O)Nc1cc(Cl)ccc1-n1cncn1,-1,-2,2,-1,i,11,2,i,-9
N#Cc1c(N)n(CCOC(=O)c2ccc(Cl)cc2)c2nc3ccccc3nc12,15,11,-4,-6,/,11,1,i,-17
Cc1ccc(OCc2nnc(SCC(=O)O)n2N)cc1,3,2,1,-1,i,-6,-1,i,-17
COc1ccc(-c2cc3nc4ccccc4n3c(N)c2C#N)cc1,-1,93,3,3,/,14,-4,i,-20
COc1ccc(NC(=O)C2CCCN(c3nccc(C)n3)C2)cc1 (stereo not drawn),6,3,-4,2,i,-2,0,i,14
CCNC(=O)/C(C#N)=C/c1c(N2CCCCCC2)nc2ccccn2c1=O,-4,11,-1,-3,/,-1,-1,i,-35
C=CCNC(=O)/C(C#N)=C\c1cc(Cl)c(O)c(OCC)c1,-3,0,-1,-41,i,-10,-1,i,-16
CN(CCOc1ccccc1)CC(=O)Nc1ccc(Cl)cc1[N+](=O)[O-],9,3,3,0,i,36,4,i,13

# Quoted at random: 2 compounds from above.
SMILES,SKN-1 inh,CSN inh,NadD inh,MT1-MMP act inh,Neddyl block,FAS TE block,Rin1 Abl inh,Rpn11 inh,PABP1 MLLE inh
Cc1ccnc(NC(=O)Nc2cccc(F)c2)c1,23,-2,4,1,i,-1,-5,i,-35
Fc1ccc(C(c2nnnn2Cc2cccs2)N2CCN(c3ccccc3)CC2)cc1 (stereo not drawn),10,7,1,-12,i,27,1,i,-21

# Going on with the list.
SMILES,SKN-1 inh,CSN inh,NadD inh,MT1-MMP act inh,Neddyl block,FAS TE block,Rin1 Abl inh,Rpn11 inh,PABP1 MLLE inh
CCN(CC)CCN(C(=O)c1cc(Cl)sc1Cl)c1nc2cc3c(cc2s1)OCO3,3,1,0,2,i,22,-2,i,-1
O=C1NC[C@H](CCCCN2C[C@H](Cc3ccc(O)cc3)N(CC3CCCCC3)C(=O)C2=O)N(CCC2CCCCC2)C1=O,4,1,18,2,i,19,/,/,/
O=C(c1ccc(F)cc1Cl)N(Cc1ccco1)C1CCS(=O)(=O)C1 (stereo not drawn),4,0,-3,0,i,-2,0,i,0
Cc1cc(-c2ccccc2C(=O)Nc2ccccc2O)on1,-8,0,-9,0,i,-6,-3,i,9
Cc1cccc(OCC(O)Cn2c(=N)n(Cc3ccccc3)c3ccccc32)c1 (stereo not drawn),13,7,-13,0,i,-1,-2,i,8
CCOC1=C2CN(S(=O)(=O)c3ccc(C)cc3)[C@H](c3cccc(Cl)c3)C[C@@H]2N(S(=O)(=O)c2ccccc2[N+](=O)[O-])[C@H](c2ccccc2)C1,15,-3,14,0,i,12,3,i,12
COc1cccc(CN(C)C[C@@H]2OCc3cnnn3CCCC(=O)N([C@@H](C)CO)C[C@H]2C)c1,23,2,-2,2,i,-7,-2,i,1
Cc1cc2cc(CN(CCN3CCOCC3)C(=O)Nc3ccccc3F)c(=O)[nH]c2cc1C,18,2,10,2,i,2,-4,i,-6
COc1ccc(C(C)NC(=O)C2CCCO2)cc1OC (stereo not drawn),-5,5,-5,-3,i,-3,-1,i,-13
Cn1c(=O)[nH]c(=O)c2c1nc(Br)n2Cc1ccccc1F,-8,-4,-6,8,i,-12,1,i,6
Cc1ccc(Nc2ncnc3sc(C)c(C)c23)cc1C,9,1,-1,-5,i,2,2,i,1
O=C(NC1CCCCC1)C(C1CC1)n1c(=O)c(-c2ccccc2)nc2ccccc21 (stereo not drawn),-19,1,/,-10,/,/,/,/,/
COc1ccc(NS(=O)(=O)c2ccc(NC(=O)C3CCCO3)cc2)cc1 (stereo not drawn),1,1,-4,2,i,-8,1,i,-9
Fc1ccc(NC(=S)NCCc2ccccc2)c(F)c1F,12,-1,-2,0,i,13,1,i,31
CCN(Cc1ccccc1)C(=O)COC(=O)c1n[nH]c2ccccc12,-19,0,-2,3,i,-10,5,i,1

# 4 compounds from above, arranged by their value in CSN inh, rising:
canonical_smiles | CSN inh
Fc1ccc(NC(=S)NCCc2ccccc2)c(F)c1F | -1
O=C(c1ccc(F)cc1Cl)N(Cc1ccco1)C1CCS(=O)(=O)C1 (stereo not drawn) | 0
O=C(NC1CCCCC1)C(C1CC1)n1c(=O)c(-c2ccccc2)nc2ccccc21 (stereo not drawn) | 1
COc1cccc(CN(C)C[C@@H]2OCc3cnnn3CCCC(=O)N([C@@H](C)CO)C[C@H]2C)c1 | 2

# Continuation:
SMILES,SKN-1 inh,CSN inh,NadD inh,MT1-MMP act inh,Neddyl block,FAS TE block,Rin1 Abl inh,Rpn11 inh,PABP1 MLLE inh
Cn1c(/C=C(\C#N)C(N)=S)ccc1-c1ccc(Br)cc1,5,-11,4,-43,i,6,-3,i,-36
Cn1cnnc1SCC(=O)c1ccc(OC(F)F)cc1,1,4,-2,2,i,-6,2,i,5
COc1ccc(NC(=O)c2cc(=O)[nH]c(=O)[nH]2)cc1S(=O)(=O)Nc1ccccc1Cl,-9,0,-2,0,i,-1,2,i,-6
Cc1oc(-c2cccc(C(F)(F)F)c2)nc1CN1CCOCC1,5,1,0,-4,i,3,4,i,2
O=C1CC2CCCN2C=C1I (stereo not drawn),19,-2,6,-7,i,-15,4,i,-56
CCCc1nnc(NC(=S)Nc2ccccc2)s1,14,0,9,-4,i,-4,-6,i,22
Cc1c(Cc2ccccc2)c(=O)oc2cc(OC(=O)c3ccccc3)ccc12,-19,1,-5,1,/,16,2,i,-4
COCCn1c(C)cc(C(=O)COC(=O)c2ccc(NC(=O)CC#N)cc2)c1C,9,33,17,-8,i,3,-2,i,-48
CC1(C(=O)O)CCC(C(=O)Nc2ccc(OC(F)(F)Cl)cc2)C1(C)C (stereo not drawn),-12,-3,-5,5,i,-5,2,i,15
Cc1c(CCOC(=O)CC23CC4CC(CC(C4)C2)C3)sc[n+]1CC(=O)c1ccccc1,-1,-2,5,-10,i,17,4,i,22
CC(=O)Nc1ccc(S(=O)(=O)N2CCN(C(C)CCc3ccccc3)CC2)cc1 (stereo not drawn),1,-3,2,-2,i,16,2,i,-1
CCOc1ccc2nc(SCC(=O)c3ccc(O)cc3O)sc2c1,5,7,-5,-7,i,-1,1,i,-15
CCOC(=O)c1sc(C)c2c1NC(c1ccc(Cl)cc1)NC2=O (stereo not drawn),21,-4,-3,-3,i,-5,-8,i,32
CC(NC(=O)Cc1ccccc1F)c1ccc(F)cc1 (stereo not drawn),6,-14,1,1,i,-6,3,i,6

# Screening results from PubChem.
